ALDH1A1 block – inhibitors of human aldehyde dehydrogenase 1A1 | P00352 | actives 7.3% (n = 220,000) | Purified ALDH1A1, NADH fluorescence, propionaldehyde substrate | AID 1030 | Potency, µM (doses to about 75.3 µM), inactives show at the top dose activity, negative = inhibition, actives largely listed as inhibitors; active = well fitted inhibition curve with a large enough effect, not every such curve was filed as active; inconclusive = small, poorly fitted or top-dose-only effect, or another doubt; inactive = no such curve, though single readings can be large or run the other way;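 also: plate controls were no enzyme wells and a reference inhibitor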
Target sequence (P00352 whole entry, looked up): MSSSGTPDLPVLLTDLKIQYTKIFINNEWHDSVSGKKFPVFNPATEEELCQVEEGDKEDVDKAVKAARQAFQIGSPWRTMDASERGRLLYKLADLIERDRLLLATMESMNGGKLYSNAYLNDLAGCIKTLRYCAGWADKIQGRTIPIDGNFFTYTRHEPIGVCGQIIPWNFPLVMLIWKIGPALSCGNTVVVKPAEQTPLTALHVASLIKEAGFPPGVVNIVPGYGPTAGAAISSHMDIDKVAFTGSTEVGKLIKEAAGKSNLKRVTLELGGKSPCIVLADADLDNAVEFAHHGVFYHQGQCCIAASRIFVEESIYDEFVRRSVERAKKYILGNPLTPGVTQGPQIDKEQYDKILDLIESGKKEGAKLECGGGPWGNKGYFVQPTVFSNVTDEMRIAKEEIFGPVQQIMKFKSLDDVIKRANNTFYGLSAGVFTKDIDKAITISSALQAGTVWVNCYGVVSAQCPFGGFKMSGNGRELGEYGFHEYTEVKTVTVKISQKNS
GAA inhib – alpha-glucosidase (human) inhibition | actives 0.005% (n = 200,000) | Potency, µM (doses to about 76.9 µM), for the others: at the highest dose activity change, negative = inhibition, hits mostly inhibitors | purified human GAA, 4-MU-alpha-glucoside fluorescence | P10253;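 also: plate controls were uninhibited enzyme wells for no effect and no-enzyme background for full effect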
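Compounds are titrated up to 77 uM against 4 nM human enzyme. Substrate 4-methylumbelliferyl-alpha-D-pyranoside (400 uM) reacts 20 min at room temperature in pH 5.0 buffer; liberated 4-methylumbelliferone is read at 440 nm.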
aGlu spleen mod – inhibitors or activators of human alpha-glucosidase in spleen homogenate | P10253 | human spleen homogenate, 4-MU-alpha-glucoside fluorescence | Potency, µM (top dose mostly 79.9 µM), for the others: at the top dose activity change, negative = inhibition, actives largely listed as inhibitors | actives 0.006% (n = 240,000) | AID 2112;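 also: 0% = enzyme with vehicle and -100% = no enzyme basal signal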
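AC50 values come from Hill-equation fits of concentration-response data, normalized to no-enzyme and full-activity controls. Enzyme source: 1 ug human spleen homogenate; 1 mM fluorogenic 4-MU glucoside, pH 5.0 citrate buffer, 37 C, 40 min.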
Tau fluor counter – counter-screen for tau fibril formation inhibitors. tau K18 P301L (four-repeat tau fragment) Alexa594 fluorescence, heparin fibrillization. Potency, µM (doses to about 57.7 µM), inactives show at the highest dose activity change, negative = decrease. actives 0.93% (n = 280,000). AID 1463; also: % is scaled to controls: 0 for no effect and ±100 for the full control effect; nearly all actives have a fitted effect of over 55% in size
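Human K18 P301L tau (15 uM unlabeled plus 0.24 uM Alexa 594-labeled, final) in 100 mM sodium acetate pH 7 was mixed with compound and 20 uM heparin and incubated 6 hr at 37 C.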
Epigenetic reg – derepresses silenced GFP reporter in murine cells | murine LDR cells, GFP reporter derepression, 30 h | Potency, µM (series often up to 53.9 µM), for the others: at the top dose GFP activation, usual class: activators | actives 0.2% (n = 280,000); also: % of control where 0% means no effect; nearly all actives have a fitted effect of over 60% in size
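Reporter derepression read as number of fluorescent GFP-positive objects, 20-120 um in size, counted by laser-scanning cytometer. Mouse LDR line with an epigenetically silenced CMV-GFP locus; compound incubation 30 h, 37 C.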
aGal spleen mod – inhibits or activates alpha-galactosidase in human spleen homogenate. P06280. human spleen homogenate, 4MU-alpha-Gal fluorescence, 40 min. Potency, µM (titrated, usually from 80 µM), without a hit: at the top dose activity change, negative = inhibition, usual class: inhibitors. actives 0.008% (n = 240,000);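 also: 0% = enzyme with vehicle and -100% = no enzyme basal signal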
Target sequence (P06280 32-429 limits assumed): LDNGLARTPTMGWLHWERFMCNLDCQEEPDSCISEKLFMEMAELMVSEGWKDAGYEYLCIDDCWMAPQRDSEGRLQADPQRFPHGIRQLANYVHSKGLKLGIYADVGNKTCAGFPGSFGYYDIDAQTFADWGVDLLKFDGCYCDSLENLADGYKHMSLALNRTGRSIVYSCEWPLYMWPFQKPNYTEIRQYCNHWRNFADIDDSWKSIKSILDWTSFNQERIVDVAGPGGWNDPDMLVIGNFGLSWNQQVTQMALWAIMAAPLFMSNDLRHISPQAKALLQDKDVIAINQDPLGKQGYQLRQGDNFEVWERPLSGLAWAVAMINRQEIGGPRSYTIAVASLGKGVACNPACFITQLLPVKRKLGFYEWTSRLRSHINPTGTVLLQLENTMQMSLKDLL
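qHTS titration in buffer at pH 5.0. Alpha-galactosidase activity in spleen homogenate was measured via 4-methylumbelliferone release from 1 mM fluorogenic substrate after 40 min at 37C and a pH 10 stop. AC50 came from Hill fits of control-normalized data.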
NPSR antag – antagonists of human neuropeptide S receptor cAMP signaling | Q6W5P4 | CHO-NPSR cells, cAMP TR-FRET, antagonist mode | Potency, µM (doses to about 38.3 µM), without a hit: at the top dose activity change, negative = inhibition, most hits filed as inhibitors | actives 1% (n = 220,000); also: % is scaled to controls: 0 for no effect and ±100 for the full control effect; nearly all actives have a fitted effect of over 50% in size; many of its hits are not listed in these tables
GAA glycogen – GAA glycogen-cleavage inhibition or activation; P10253; recombinant GAA, glycogen substrate, Amplex Red glucose oxidase fluorescence; Potency, µM (series often up to 76.4 µM), without a hit: top-dose activity change, negative = inhibition, hits mostly inhibitors; actives 0.38% (n = 300,000);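 also: 0% = full enzyme reaction and -100% = no-enzyme basal signal; the screen sought inhibitors and activators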
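Recombinant human enzyme (4 nM); glycogen substrate; 37 C, 40 min, pH 5.0. Readout: coupled glucose oxidase/Amplex Red fluorescence.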
An asterisk follows results filed as active; ? = inconclusive; . = not tested or not shown; & = joins results of further samples; [ ] = another dose, or the depositor's remark. Unless noted, calls follow the shape of the dose curve; as a rule, active = well fitted curve in the direction sought with a large enough effect; inconclusive = small, poorly fitted or top-dose-only effect, or another doubt; inactive = no such curve, though single readings can be large; an effect the other way counts as inactive or inconclusive. Potency is read from the fitted curve at half-maximal effect. Only part of the results is shown (hit frequency here may not be typical).

Every second line gives: ALDH1A1 block	GAA inhib	aGlu spleen mod	Tau fluor counter	Epigenetic reg	aGal spleen mod	NPSR antag	GAA glycogen
- CN(C)c1ccc(CN2CCCCCC2)cc1
  17%	-11%	-16%	7%	-1.3%	-1%	3%[46.1 µM]	-23%
- COCCn1c(=NC(=O)c2ccccc2[N+](=O)[O-])sc2cc(S(C)(=O)=O)ccc21
  -4%	-7%	-6%	-10%	1.1%	2%	-5%	-2%
- CCN(CC)C(=O)C1CCCN(Cc2ccc3c(c2)OCO3)C1 (stereo unspecified)
  -11%	1%	-2%	-5%	-0.1%	1%	-9%[46.1 µM]	-1%
- COc1cc2nc(=S)n3[nH]c(CCn4c(C)nc5ccccc54)nc3c2cc1OC
  -15%	10%	-6%	4%	0.0%	0%	5%[46.1 µM]	-9%
- CN(C)CCCC(=O)c1ccc2c(c1)OCO2
  -4%	-9%	7%	0%	-1.9%	6%	-9%[46.1 µM]	3%
- FC(F)(F)c1cccc(-c2cc3ccccc3nc2N2CCCC2)c1
  -15%	-13%	-3%	-10%	1.7%	1%	-19%[46.1 µM]	-7%
- COc1cc(C(=O)O/N=C(\N)c2ccncc2)cc(OC)c1OC
  4%	-5%	-10%	-6%	0.0%	-1%	-5%[46.1 µM]	1%
- S=C(Nc1ccccc1)Nc1ccc2cn[nH]c2c1
  .	.	1%	?	0.0%	20%	-7%[7.67 µM]	?
- O=C(COC(=O)c1ccc(Br)o1)Nc1ccc(S(=O)(=O)N2CCCC2)cc1
  ?	-13%	-29%	-25%	0.0%	13%	-15%[46.1 µM]	-5%
- CC1CCCN(C(=O)Cn2c(=O)oc3ccccc32)C1 (stereo unspecified)
  0%	-2%	1%	-2%	8.6%	-3%	-28%[46.1 µM]	-1%
- COc1cccc(C2CC(c3ccccc3OC)n3ncnc3N2)c1 (stereo unspecified)
  14%	-1%[15.4 µM]	-7%	4%	-0.7%	-4%	-8%[46.1 µM]	2%
- COC(=O)CC1C(C)(C)C(OC(C)=O)C2CC3=C4CC(=O)OC(c5ccoc5)[C@]4(C)CCC3[C@@]1(C)C2=O (stereo partly specified)
  -8%	.	-7%	1%	0.0%	1%	.	.
- Cc1cc(C)n(-c2cc(N3CCN(C(=O)c4ccc(C(C)(C)C)cc4)CC3)ccc2[N+](=O)[O-])n1
  ?	?	-13%	-20%	-1.9%	-5%	?	-19%
- O=C(COC(=O)c1ccc(O)cc1)Nc1ccccc1[N+](=O)[O-]
  -1%	2%	-16%	-23%	-1.6%	1%	-18%	3%
- Cc1ccc2nsnc2c1NC(=O)c1cccc([N+](=O)[O-])c1
  3%	1%	-5%	-3%	-1.1%	7%	4%	5%

(more compounds)
Every second line gives: ALDH1A1 block	GAA inhib	aGlu spleen mod	Tau fluor counter	Epigenetic reg	aGal spleen mod	NPSR antag	GAA glycogen
- COc1ccc(CNC(=O)C(C)N(Cc2ccco2)C(=O)c2snc(C(N)=O)c2N)cc1 (stereo unspecified)
  ?	0%	10%	-11%	0.7%	12%	-10%[46.1 µM]	-28%
- COc1cc(CNc2ccc(N3CCCC3)cc2)cc(Cl)c1OC
  ?	?	-1%	?	1.1%	-2%	-12%	?
- CCc1cccc(C)c1NC(=O)C(c1ccc(O)cc1)N1CCC1=O (stereo unspecified)
  2%	-9%	-8%	0%	1.9%	-10%	8%[46.1 µM]	-7%
- Cc1cc(C)n(-c2nnc(SCC(=O)NC3CCCC3)c3ccccc23)n1
  9%	-1%	1%	-6%	-1.1%	3%	-8%[46.1 µM]	5%
- Cn1c(NCC2CCCO2)nc2c1c(=O)n(Cc1ccccc1)c(=O)n2C (stereo unspecified)
  -8%	-2%	-4%	-6%	0.7%	-9%	-1%[46.1 µM]	-13%
- CC(C)NC(=O)c1cccc(C(F)(F)F)c1
  5%	2%	-18%	-6%	-0.9%	-5%	?	-6%
- CCOc1ccc(NC(=O)Nc2ccc(Cc3ccncc3)cc2)cc1
  .	.	1%	?	4.1%	-1%	-28%	5%
- Cc1cccc(-n2c(O)c(C=Nc3ccccc3)c3ccccc3c2=O)n1
  -6%	0%	-1%	-10%	-0.1%	6%	-17%	-16%
- Cn1c(N2CCCCC2)nc2c1c(=O)[nH]c(=O)n2C
  ?	0%	0%	-5%	-2.8%	6%	?	-3%
- O=C(NCc1ccccn1)C1CCN(S(=O)(=O)c2ccccc2)CC1
  9%	?	-5%	2%	1.1%	-7%	-26%[46.1 µM]	15%
- COc1ccc(NC2=NCC(Cc3ccc(Br)cc3)S2)cc1 (stereo unspecified)
  -4%	-3%	3%	7%	0.0%	0%	-33%	-1%
- CCCn1c(N)c(C(=O)CSc2nc(C)cs2)c(=O)n(C)c1=O
  2%	-9%	-1%	-9%	-1.1%	4%	-9%[46.1 µM]	6%
- CC(=O)Nc1ccc(NC(=O)C2CC(=O)N(c3ccccc3Cl)C2)cc1 (stereo unspecified)
  ?	7%	7%	2%	-1.1%	2%	34%	7%
- O=C(C1CC2CCC1C2)N1CCN(Cc2ccc3c(c2)OCO3)CC1 (stereo unspecified)
  -4%	0%	-3%	6%	0.0%	2%	-6%[46.1 µM]	1%
- O=c1c2ccccc2nc2n1CCc1c-2[nH]c2ccccc12
  ?	.	6%&-3%	-19%&-11%	3.4%&1.6%	1%&6%	-9%[46.1 µM]	.

New compounds follow:
Every second line gives: ALDH1A1 block	GAA inhib	aGlu spleen mod	Tau fluor counter	Epigenetic reg	aGal spleen mod	NPSR antag	GAA glycogen
- Cc1c(C(=O)O)oc2ccc(S(=O)(=O)NCc3ccc(F)cc3)cc12
  -5%	4%	0%	-9%	-0.3%	-3%	1%[46.1 µM]	-6%
- Cc1ncc2c(c1OC(=O)c1ccccc1)COC(C)(C)OC2
  1%	1%	-7%	-10%	0.0%	-8%	-6%[46.1 µM]	-5%
- COC(=O)c1sc(NC(=O)C(C)c2ccccc2)nc1C (stereo unspecified)
  5%	0%	-1%	-8%	-0.9%	2%	-10%	-4%
- CN1CCC(OC(=O)c2ccc(Cl)cc2Cl)CC1
  -4%	5%	4%	1%	0.0%	-1%	3%	9%
- C=CCNc1nc(Nc2ccc([N+](=O)[O-])cc2)nc(N2CCCC2)n1
  32µM*	-7%	1%	?	5.2%	7%	-55%	3%
- Cc1cnc([N+](=O)[O-])n1CCOC(=O)NC(=O)c1ccc(F)cc1
  -4%	7%	1%	-9%	1.1%	-2%	-7%	3%
- COc1ccccc1NC(=S)NCCN1CCOCC1
  2%	3%	-7%	-7%	-1.9%	-8%	19%	-2%
- c1ccc2c(c1)oc1c(NCCCn3ccnc3)ncnc12
  11%	3%	-3%	-2%	-1.1%	1%	-9%[46.1 µM]	1%
- COc1cc(C(c2sc3nc(C)nn3c2O)N2CC(C)CC(C)C2)cc(OC)c1OC (stereo unspecified)
  14µM*	6%	-6%	6%	-0.9%	-4%	4%[46.1 µM]	1%
- C=CCN(C(=O)CSc1nc2[nH]ncc2c(=O)n1-c1ccccc1OC)c1ccccc1
  13µM*	-17%[15.4 µM]	3%	-16%	-2.0%	-14%	-13%[46.1 µM]	-8%
- CCCCN1C(=O)C(=O)N(c2ccccc2)C1=S
  -1%	-1%	0%	-3%	0.0%	0%	13%	-5%
- CN(Cc1ccccc1)S(=O)(=O)c1ccc(C(=O)Nc2nnc(C3CC3)o2)cc1
  -14%	3%	6%	-6%	0.4%	7%	-3%[46.1 µM]	5%
- Cc1cc(C)cc(-n2c3nc4ccccc4nc3c3c(=O)n(Cc4ccco4)cnc32)c1
  ?	1%	-13%	2%	?	9%	10µM*	-11%
- COc1ccc(/C=C/C(=O)Nc2cccc(S(=O)(=O)N3CCCC3)c2)cc1OC
  ?	-14%	-6%	?	-0.6%	21%	-8%	-16%
- O=C(CSc1nnnn1C1CCCCC1)NCc1ccc2c(c1)OCO2
  14µM*	-3%	1%	-9%	-0.7%	0%	-3%[46.1 µM]	-1%

An excerpt from above in order of their number in GAA glycogen, rising.
| structure | GAA glycogen |
| --- | --- |
| Cc1c(C(=O)O)oc2ccc(S(=O)(=O)NCc3ccc(F)cc3)cc12 | -6% |
| Cc1ncc2c(c1OC(=O)c1ccccc1)COC(C)(C)OC2 | -5% |
| C=CCNc1nc(Nc2ccc([N+](=O)[O-])cc2)nc(N2CCCC2)n1 | 3% |

Other structures follow.
Every second line gives: ALDH1A1 block	GAA inhib	aGlu spleen mod	Tau fluor counter	Epigenetic reg	aGal spleen mod	NPSR antag	GAA glycogen
- CCNC(=O)c1cc(Br)ccc1Cl
  9%	-6%	-4%	-3%	0.3%	-5%	-2%[46.1 µM]	-3%
- O=C(OCCN1C(=O)c2cccc3c(N4CCOCC4)ccc(c23)C1=O)c1cccc(Cl)c1
  6%	5%	1%	-23%	20µM*	1%	-16%[46.1 µM]	7%
- CCc1nnc(NC(=O)c2ccc3c(=O)n4c(nc3c2)CCCCC4)s1
  .	.	7%	8%	-1.0%	13%	-16%	1%
- CN(Cc1cccc2ncccc12)C(=O)CC1C(=O)NCCN1Cc1ccc(F)cc1 (stereo unspecified)
  -10%	-7%	1%	-16%	1.9%	0%	14%	-9%
- Cc1ccc(S(=O)(=O)N2CCOC2C(Cl)(Cl)Cl)cc1 (stereo unspecified)
  .	.	4%	-7%	1.1%	9%	-7%	-3%
- Cc1c(Br)c([N+](=O)[O-])nn1CC(=O)Nc1ccc(C(N)=O)cc1
  -1%	8%	6%	-7%	1.1%	6%	16%	-9%
- CCn1c(=O)n(Cc2ccco2)c(=N)c2c3c(sc21)COC(C)(C)C3
  -3%	1%	0%	-4%	0.0%	7%	17%[46.1 µM]	1%
- NC(=O)C1CCN(S(=O)(=O)c2ccc3c(c2)OCCO3)CC1
  .	.	-4%	-15%	1.1%	-5%	13%	-2%
- CCOC(=O)c1ccc(-n2c(N)c(C(=O)NCc3ccco3)sc2=S)cc1
  18µM*	?	-10%	-22%	-2.5%	-9%	-12%[46.1 µM]	-7%
- Cc1ccccc1OCC(=O)Nc1ccc2c(c1)OCO2
  -14%	-10%	-2%	-16%	1.4%	7%	-13%[46.1 µM]	-8%

As entered above.
Value of `COc1cc(CNc2ccc(N3CCCC3)cc2)cc(Cl)c1OC` under Epigenetic reg: 1.1%
Value of `Cc1cc(C)n(-c2nnc(SCC(=O)NC3CCCC3)c3ccccc23)n1` under GAA glycogen: 5%
Value of `Cc1ccccc1OCC(=O)Nc1ccc2c(c1)OCO2` under ALDH1A1 block: -14%
Value of `CN1CCC(OC(=O)c2ccc(Cl)cc2Cl)CC1` under NPSR antag: 3%
